Yfh1-depleted yeast: mitochondrial function rescue without frataxin homolog – Friedreich's ataxia, plus single-dose screen, dose response (AID 1465); S. cerevisiae Yfh1-off respiration, WST-1 reduction, 72 h; higher fold induction means a stronger effect; fold induction at 50 µM, or EC50 in µM where a hit was titrated; 0.074% of 220,000 active;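 active means fold induction of absorbance versus untreated yeast above a set limit, then at least 30% activation at any dose in follow-up; inconclusive means repeats straddling the limit, or above it without dose testing; inactive means fold induction below the set limit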;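 further: activators that raise dye reduction in frataxin-depleted yeast; strong numbers were not always called active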
GPR35 arrestin U2OS: inhibition of zaprinast-stimulated GPR35 beta-arrestin translocation – imaging, U2OS, beta-arrestin-GFP, zaprinast agonist, primary screen (AID 2058) | U2OS GPR35 beta-arrestin-GFP translocation imaging, zaprinast antagonism; higher % means a stronger effect | 0.052% of 290,000 active | inhibition, % at 10 µM; hits with a dose series show IC50 in µM;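 active means inhibition of at least 50% with at least 30 cells and total cytoplasm GFP at most 10,000,000; inconclusive means under 30 cells or total GFP of 10,000,000 plus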
GPR55 activation: selective activators of receptor GPR55 – imaging, U2OS cells, beta-arrestin-GFP redistribution, primary screen (AID 1961); one-dose activation, % at 10 µM; EC50 in µM for titrated hits; 0.048% of 290,000 active; U2OS GPR55 beta-arrestin-GFP redistribution imaging; higher % means a stronger effect;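 active means activation above 40% with more than 50 cells counted in the well; inconclusive means wells holding fewer than 50 cells, flagged as toxic or sparse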;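 further: U2OS osteosarcoma cells stably expressing GPR55 and beta-arrestin-GFP; plate controls were DMSO negative control for no effect and LPI positive control for full effect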
SV40 large T antigen: TAg ATPase/helicase activity blockers – biochemical (AID 1903); SV40 large T antigen ATPase/helicase inhibition assay; higher % means a stronger effect; inhibition, % at 20 µM, or IC50 in µM where a hit was titrated; 0.39% of 310,000 active; in the data active means a potency from the dose series; inconclusive means inhibition mostly from about 32% at the one dose, without a potency; inactive means the rest, 99 in 100 with inhibition below about 32%; further: strong numbers were not always called active
GPR55 LPI antagonism: GPR55 antagonists blocking LPI-driven arrestin recruitment, primary screen, imaging, U2OS, beta-arrestin-GFP, LPI agonist (AID 2013). 0.13% of 290,000 active. U2OS GPR55 beta-arrestin-GFP translocation imaging, LPI antagonism; higher % means a stronger effect. inhibition, % at 10 µM, or IC50 in µM where a hit was titrated;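 active means spots per cell inhibited over 60%, with over 100 cells counted and total cytoplasm intensity under 500,000; inconclusive means wells with under 100 cells, flagged as likely toxic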;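 further: U2OS cells stably carrying GPR55 and arrestin-GFP stimulated by 5 µM LPI near EC80; imaged beta-arrestin-GFP aggregate spots per cell after agonist stimulation; plate controls were LPI-stimulated DMSO wells for no effect and DMSO wells without LPI for full effect; some results filed as inactive read as strong as hits; confirmed hits need IC50 under 10 µM and bright autofluorescent wells are also inconclusive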
NTR1 agonist: agonists of NTR1, primary screen, imaging, U2OS cells, beta-arrestin-GFP, high content (AID 493036). NTR1-U2OS beta-arrestin-GFP spot imaging, agonist mode. activation, % at 20 µM. 0.17% of 330,000 active;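 active means activation at or above 40% of the spot to cytoplasm intensity ratio, with at least 20 cells analyzed; inconclusive means wells under 20 cells, flagged as cytotoxic or low count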;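 further: 0% = DMSO without peptide and 100% = 100 nM NTR1 peptide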
Target sequence (P30989 whole entry, looked up): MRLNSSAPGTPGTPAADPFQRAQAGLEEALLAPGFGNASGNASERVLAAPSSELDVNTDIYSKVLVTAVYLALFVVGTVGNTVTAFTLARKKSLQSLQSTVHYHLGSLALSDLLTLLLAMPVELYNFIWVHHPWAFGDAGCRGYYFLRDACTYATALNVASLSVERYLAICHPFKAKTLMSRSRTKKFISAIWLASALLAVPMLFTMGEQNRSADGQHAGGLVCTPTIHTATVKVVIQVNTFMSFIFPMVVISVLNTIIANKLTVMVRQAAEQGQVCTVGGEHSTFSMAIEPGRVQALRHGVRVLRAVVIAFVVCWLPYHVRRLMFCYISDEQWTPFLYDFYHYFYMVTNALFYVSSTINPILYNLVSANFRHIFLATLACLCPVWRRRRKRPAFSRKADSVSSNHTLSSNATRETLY
Dengue-2 NS5 capping: flavivirus cap methylation enzyme inhibition – biochemical, confirmation dose response, primary screen (AID 588689). Dengue-2 NS5 methyltransferase capping enzyme assay, biochemical; higher % means a stronger effect. inhibition, % at 25 µM, or IC50 in µM where a hit was titrated. 0.3% of 340,000 active; in the data active means a potency from the dose series; inconclusive means inhibition above about 29% without an active follow-up result
AID2073: disruptors of CaV2.2 binding to Mint1 – biochemical, HTRF (AID 2073); HTRF protein-protein interaction, Mint1-CaV2.2; higher % means a stronger effect; 0.19% of 290,000 active; inhibition, % at 20 µM, or IC50 in µM where a hit was titrated; in the data active means inhibition mostly above about 51%, no sharp cut-off; inconclusive means no clear call, values can overlap the other calls; inactive means mostly below about 53%; further: some results filed as inactive read as strong as hits
MgcRacGAP inhibition: MgcRacGAP GTPase-activating activity inhibitors, confirmation, biochemical, ADP Hunter fluorescence | 0.6% of 340,000 active | inhibition, % at 30 µM; hits with a dose series show IC50 in µM | MgcRacGAP-stimulated Rac1 GTP hydrolysis, ADP Hunter fluorescence; higher % means a stronger effect; GST-tagged Rac1 F28L mutant substrate;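 active means first-screen hits whose inhibition reached a set limit at any dose in the follow-up dose series; inconclusive means inhibition above the set first-screen limit but never retested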;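 further: fluorescence reports GDP produced by GAP-driven GTP hydrolysis; strong numbers were not always called active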
NTR1 agonist cell count 20 µM: second read-out of NTR1 agonist, no call of its own (marks repeat the call); cell count; measured here: cell count, cytotoxicity flag
Dengue-2 NS5 capping pilot replicate: recorded beside Dengue-2 NS5 capping, whose call it bears; inhibition, %; measured here: pilot screen replicate inhibition
Active calls of the source: *; i = inactive; ? = inconclusive; / = no result given; & = joins results of further samples.

SMILES	Yfh1-depleted yeast	GPR35 arrestin U2OS	GPR55 activation	SV40 large T antigen	GPR55 LPI antagonism	NTR1 agonist	NTR1 agonist cell count 20 µM	Dengue-2 NS5 capping	AID2073	MgcRacGAP inhibition	others
Cc1cccc(-c2nnc(-c3cccc(NC(=O)Cc4cccs4)c3)o2)c1	i	7%	-0.1%	5%	/	11	43	-2%	-3%	4%
COc1cccc(C(C(=O)NC2CCCCC2)N(Cc2ccco2)C(=O)c2ccccn2)c1 (stereo unspecified)	/	-8%	-0.1%	6%	-12%	-1.1	52	1%	4%	3%
CC(C)C[C@@]12C(=O)N(c3cccc(F)c3)C(=O)N1[C@H](c1ccc(Cl)cc1)[C@@H]1C(=O)N(C3CCCCC3)C(=O)[C@@H]12	/	/	/	18%	/	-2.3	95	2%	/	6%
CC(=O)Cn1nnc(-c2ccc(C(F)(F)F)cc2)n1	i	4%	-0.1%	8%	-1%	0.7	64	9%	0%	13%
Cc1ccccc1-n1c(C)cc(/C=N/Nc2ccc([N+](=O)[O-])cn2)c1C	i	10%	0.0%	3%	3%	-1.1	37	-12%	1%	14%
CCN(CC)CCn1c(NCc2ccc3c(c2)OCO3)nc2ccccc21	i	-5%	1.2%	6%	16%	-1.5	52	3%	-2%	7%
COCCN(C(=S)Nc1cccc(C)c1)C(C)c1cccnc1 (stereo unspecified)	i	5%	-0.3%	9%	3%	1.4	60	-6%	-7%	-6%
Cc1cccc(C(=O)Nc2nnc(-c3ccco3)o2)c1	i	3%	0.1%	11%	15%	0.1	47	-9%	8%	1%
c1ccc(COc2ccccc2CNC23CC4CC(CC(C4)C2)C3)cc1	i	-6%	-0.1%	3%	30%	3.8	74	-1%	2%	4%
COc1ccc(C2NC(=O)C(=O)/C2=C(\O)c2ccc(Cl)cc2)cc1OC (stereo unspecified)	/	-2%	-0.1%	6%	9%	0.0	66	1%	5%	10%
COC(=O)c1sc(NC(=O)CSc2nnnn2-c2cccc(OC)c2)nc1C	i	12%	0.2%	8%	6%	1.8	60	-2%	24%	8%
Cc1cccc(Oc2ccccc2NC(=O)c2cnccn2)c1	i	0%	0.3%	1%	0%	0.1	39	-2%	3%	10%

Next part (2 carried over from the part before).
SMILES	Yfh1-depleted yeast	GPR35 arrestin U2OS	GPR55 activation	SV40 large T antigen	GPR55 LPI antagonism	NTR1 agonist	NTR1 agonist cell count 20 µM	Dengue-2 NS5 capping	AID2073	MgcRacGAP inhibition	others
COC(=O)c1sc(NC(=O)CSc2nnnn2-c2cccc(OC)c2)nc1C	i	12%	0.2%	8%	6%	1.8	60	-2%	24%	8%
Cc1cccc(Oc2ccccc2NC(=O)c2cnccn2)c1	i	0%	0.3%	1%	0%	0.1	39	-2%	3%	10%
Cn1cc(Cl)c(/C=C(\C#N)S(=O)(=O)c2ccccc2)n1	i	-2%	-0.1%	18%	14%	-1.4	40	-15%	5%	31%
CC(=O)c1cc(N2CCOCC2)ccc1[N+](=O)[O-]	i	-1%	-0.2%	1%	1%	/	/	-4%	10%	0%
COc1ccc(-c2nc(CSCC(=O)NCc3ccc4c(c3)OCO4)c(C)o2)cc1	i	2%	-0.1%	4%	-2%	0.7	101	-3%	-4%	12%
COc1ccc([C@H]2C=C3CN(C(=O)OC(C)(C)C)S(=O)(=O)[C@H]3C[C@H]2OC(=O)c2ccc(C(F)(F)F)cc2)cc1	i	-10%	0.3%	14%	10%	7.9	59	-6%	13%	8%
COc1ccccc1C(=O)Nc1ccc2c(c1)nc(CCNC(=O)c1ccco1)n2C	/	-2%	?	5%	-1%	-2.6	40	-2%	1%	7%
O=C(COC(=O)[C@H](Cc1ccccc1)NC(=O)c1cccs1)Nc1c(Cl)cccc1Cl	i	-6%	-0.1%	11%	7%	0.9	53	-5%	1%	7%
CC1=C(C(=O)Nc2ccc(C)cc2)C(c2ccc(C)o2)C2=C(CC(C)(C)CC2=O)N1 (stereo unspecified)	i	12%	-0.2%	-3%	-7%	-2.1	59	2%	2%	8%
CCN(CC)C(=O)CCc1nnc(Cc2cccc(C(F)(F)F)c2)o1	i	8%	-0.1%	16%	2%	0.5	53	-8%	-2%	-1%
O=C(O)c1ccccc1C(=O)N1CCc2c([nH]c3ccccc23)C1C(F)(F)F (stereo unspecified)	i	9%	0.2%	2%	-2%	-0.3	54	/	-29%	/
Cc1cc(NC(=O)CSc2nnc(COc3ccccc3)o2)no1	i	4%	1.5%	-2%	-11%	1.4	72	/	-7%	3%
CC(CC(=O)N(C)c1c(N)n(Cc2ccccc2)c(=O)[nH]c1=O)c1ccccc1 (stereo unspecified)	/	/	/	13%	/	0.6	55	-2%	/	12%
CCCCn1c(-c2cccs2)nc2oc3ccccc3c(=O)c2c1=O	i	4%	0.4%	5%	7%	1.6	49	-5%	-14%	14%
O=C(COC(=O)/C=C/c1ccccc1)Nc1cccnc1Cl	/	/	/	11%	/	-0.1	34	-2%	/	8%
C=CCN1C(=O)C2(OCCCO2)c2cccc(Cl)c21	/	-2%	0.0%	22%	10%	-0.9	56	1%	0%	10%
COc1ccccc1NC(=O)c1ccc(N)cc1	i	12%	-0.3%	4%	-10%	-0.3	45	-1%	-1%	2%
O=C(CCN1C(=O)/C(=C\C=C\c2ccccc2)SC1=S)Nc1ccc(C(=O)O)cc1	/	2%	0.8%	63%	1%	0.6	44	10%	12%	16%
O=C(Nc1ccccc1)c1ccc2ccccc2n1	i	10%	-0.3%	-2%	-7%	3.3	40	-7%	-2%	8%
CC1CCCC(C)N1C(=O)Cn1cnc2cc([N+](=O)[O-])ccc2c1=O (stereo unspecified)	i	-17%	0.4%	11%	3%	0.2	38	-2%	-8%	2%
CCCCNC(=O)C(=O)NCC1CCCN1S(=O)(=O)c1cccs1 (stereo unspecified)	/	/	/	-5%	/	-1.3	46	-7%	/	7%
O=C(c1ccccc1)N(Cc1ccco1)C1CCS(=O)(=O)C1 (stereo unspecified)	i	0%	-0.2%	19%	16%	-0.1	88	-1%	-7%	5%	Dengue-2 NS5 capping pilot replicate=-3.6
Cc1ccc(S(=O)(=O)N2CCN(C(=O)CSc3nc(N)cc(=O)[nH]3)CC2)c(C)c1	i	-26%	0.2%	15%	7%	1.4	33	-4%	2%	5%
COc1ccccc1OCC(=O)Nc1nc(C)c(C)s1	/	1%	-0.4%	8%	12%	-0.7	49	-4%	35%	4%
COc1cccc(NC(=O)N2CCC(NC(=O)C(Cc3cccc(C)c3)NC(C)=O)CC2)c1 (stereo unspecified)	/	2%	-0.2%	-6%	1%	3.0	45	-5%	1%	3%
OCC(CO)(CO)NCC(O)CN1c2ccccc2Sc2ccccc21 (stereo unspecified)	/	21%	0.9%	11%	-17%	-0.9	44	6%	3%	21%
CC(C(O)c1ccc(O)cc1)N1CCC(Cc2ccccc2)CC1 (stereo unspecified)	i	-18%&-11%	-0.1%&0.7%	4%&4%&14%	-6%&-25%	-0.2&0.2&1.4	56&61&62	2%&3%&-1%	6%&-4%	6%&-3%&10%
COc1ccc(C(=O)NC2CC2)cc1OC1CCN(Cc2ccccc2F)CC1	/	8%	-0.1%	9%	7%	0.1	73	1%	0%	5%
O=C(O)c1cc(-c2ccccc2)n(-c2ccccc2)n1	i	-3%	0.2%	6%	17%	1.5	64	-5%	12%	6%
CCCCCCS(=O)Cc1ccccc1 (stereo unspecified)	i	-14%	-0.1%	8%	-2%	5.0	56	-4%	0%	1%
O=[N+]([O-])c1ccc(P(=O)(Cc2ccccc2)c2ccccc2O)cc1 (stereo unspecified)	/	9%	-0.1%	2%	1%	0.5	107	-3%	15%	10%
O=[N+]([O-])c1ccc(N2CCSCC2)cc1	i	5%	-0.2%	-5%	12%	0.8	85	-14%	-3%	6%
CCOC(=O)c1ccc2[nH]c(C)c(CCC(C)=O)c(=O)c2c1	i	1%	-0.2%	-6%	-3%	-0.3	64	1%	28%	-4%
O=c1[nH]c(SCCOc2cccc3ccccc23)nc2ccccc12	i	-7%	-0.4%	7%	-6%	12	34	-5%	10%	9%
COc1cc(C(F)(F)F)c(C(=O)N(C)Cc2cccc(Cl)c2)cn1	i	8%	-0.1%	11%	15%	0.1	54	0%	-10%	-4%

By substructure: the entries above containing a COOH group (3)
SMILES	Yfh1-depleted yeast	GPR35 arrestin U2OS	GPR55 activation	SV40 large T antigen	GPR55 LPI antagonism	NTR1 agonist	NTR1 agonist cell count 20 µM	Dengue-2 NS5 capping	AID2073	MgcRacGAP inhibition	others
O=C(O)c1ccccc1C(=O)N1CCc2c([nH]c3ccccc23)C1C(F)(F)F (stereo unspecified)	i	9%	0.2%	2%	-2%	-0.3	54	/	-29%	/
O=C(CCN1C(=O)/C(=C\C=C\c2ccccc2)SC1=S)Nc1ccc(C(=O)O)cc1	/	2%	0.8%	63%	1%	0.6	44	10%	12%	16%
O=C(O)c1cc(-c2ccccc2)n(-c2ccccc2)n1	i	-3%	0.2%	6%	17%	1.5	64	-5%	12%	6%
